GIRK2 act: Activators of human GIRK2-containing channels | HEK293 GIRK2/NPY4 cells, thallium flux fluorescence | activation (% efficacy), % for hits at 37.5 µM | AID 1259324 | 34,000 tested, under 10 active | P48051;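 active means primary screen hit, no activity in plain HEK293 cells, and in GIRK2-only cells above 5% efficacy rising with concentration; inactive means the rest, including fluorescent compounds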;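 further: efficacy is normalized control-subtracted fluorescence 15 s after thallium addition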
Target sequence (P48051 whole entry, looked up): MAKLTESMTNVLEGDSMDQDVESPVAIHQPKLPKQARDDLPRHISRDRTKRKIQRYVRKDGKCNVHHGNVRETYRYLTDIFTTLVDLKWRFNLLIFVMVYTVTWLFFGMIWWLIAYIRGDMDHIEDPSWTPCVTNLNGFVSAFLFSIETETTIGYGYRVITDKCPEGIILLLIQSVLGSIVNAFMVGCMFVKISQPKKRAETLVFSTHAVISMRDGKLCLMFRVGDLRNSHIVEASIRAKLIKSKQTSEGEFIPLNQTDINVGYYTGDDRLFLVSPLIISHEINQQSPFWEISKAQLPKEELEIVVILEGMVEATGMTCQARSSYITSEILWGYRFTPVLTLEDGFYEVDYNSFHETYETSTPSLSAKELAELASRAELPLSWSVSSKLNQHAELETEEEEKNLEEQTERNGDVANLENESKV
Calls only.

Screening COCCNC(=O)Cn1cc(-c2nnc(C)o2)c2ccccc21 returned GIRK2 act inactive.
For COc1ccc(S(=O)(=O)N2CCC(C(=O)Nc3cccc(-c4nc5ccccc5o4)c3)CC2)cc1 the results were GIRK2 act inactive.
For CCOC(=O)Cc1csc(NC(=O)CCN2C(=O)c3ccccc3S2(=O)=O)n1 the results were GIRK2 act inactive.
O=c1ccc(-c2ccco2)nn1CCCNS(=O)(=O)c1ccc(C(F)(F)F)cc1 was read as GIRK2 act inactive.
`N#Cc1ccc(C(=O)N(Cc2ccncc2)c2nc3c(F)cccc3s2)cc1` gave GIRK2 act inactive.
CCCCOc1ccc(C(=O)Nc2ccc(S(=O)(=O)N3CCN(c4cnccn4)CC3)cc2)cc1 was read as GIRK2 act inactive.
For COc1cccc(NC(=O)N2CCC(c3cccs3)CC2)c1OC the results were GIRK2 act inactive.
Screening COc1cc(NC(=O)CSc2ccc(NC(C)=O)nn2)cc(OC)c1 returned GIRK2 act inactive.
Screening COc1ccc(-c2ccc(=O)n(CCCNC(=O)c3ccco3)n2)cc1 returned GIRK2 act inactive.
O=C(O)C1CCN(Cc2nc3ccccc3[nH]2)CC1 was read as GIRK2 act inactive.
O=C(NCc1ccc2c(c1)OCO2)C(=O)Nc1cccc(N2CCCCC2=O)c1 was read as GIRK2 act inactive.
`Cc1ccc2sc(N(CCCn3ccnc3)C(=O)COc3ccccc3)nc2c1C` gave GIRK2 act inactive.
Screening O=C(NNC(=O)c1cccn(Cc2ccc(F)cc2)c1=O)c1cc2ccccc2o1 returned GIRK2 act inactive.
Cn1cccc1C(CNC(=O)C(=O)NCc1cccs1)N1CCOCC1 (stereo not drawn) was read as GIRK2 act inactive.
Cc1ccccc1C(=O)NCC1CCN(S(C)(=O)=O)CC1 was read as GIRK2 act inactive.
O=C(CCCn1c(=S)[nH]c2ccc(Br)cc2c1=O)N1CC=C(c2ccccc2)CC1 was read as GIRK2 act inactive.
NC(=O)C1CCN(C(=O)CCCn2nc(-c3cccs3)ccc2=O)CC1 was read as GIRK2 act inactive.
`COc1ccc(OC)c2sc(N(CC3CCCO3)C(=O)c3cc(C)no3)nc12` (stereo not drawn) gave GIRK2 act inactive.
`O=S(=O)(c1cccnc1)N1CCN(CCn2cccn2)CC1` gave GIRK2 act inactive.
O=C(NCc1ccc2c(c1)OCO2)c1nc(-c2cnccn2)no1 was read as GIRK2 act inactive.
`COc1ccc(Cl)cc1NC(=O)N(Cc1ccccn1)Cc1ccco1` gave GIRK2 act inactive.
Screening Cc1ccc([N+](=O)[O-])cc1NC(=O)C(=O)NCC(c1ccco1)N(C)C (stereo not drawn) returned GIRK2 act inactive.
CS(=O)(=O)c1ccc(Nc2nc(CC(=O)Nc3cccnc3)cs2)cc1 was read as GIRK2 act inactive.
O=C(CCCc1ccccc1)Nn1cnc2c(cnn2-c2ccccc2)c1=O was read as GIRK2 act inactive.
For Cn1ccc(C(=O)N2CCNC(=O)C2(C)C)n1 the results were GIRK2 act inactive.
For CCCS(=O)(=O)NCCOc1ccc2nnc(-c3ccccc3Cl)n2n1 the results were GIRK2 act inactive.
`COc1ccc(Cl)cc1NC(=O)C(=O)NCC1CCN(C(C)C)CC1` gave GIRK2 act inactive.
COc1ccc(CCNC(=O)N2CCN(c3nc4c(F)cc(F)cc4s3)CC2)cc1 was read as GIRK2 act inactive.
Cc1cc(C(=O)Nc2nn(C)c3c2C(c2cccs2)CC(=O)N3)c(C)o1 (stereo not drawn) was read as GIRK2 act inactive.
For CNC(=O)CSc1nnc(-c2cn(C)nc2OC)n1CCOC the results were GIRK2 act inactive.
`CC1CN(C)CCN1CC1CCN(C(=O)/C=C/c2ccccc2)CC1` (stereo not drawn) gave GIRK2 act inactive.
For CC(C)Oc1ccc(C(=O)NCCS(=O)(=O)N2CCN(Cc3ccccc3)CC2)cc1 the results were GIRK2 act inactive.
For COc1ccc(CNC(=O)/C(C#N)=C/N2CCN(c3cccc(C(F)(F)F)c3)CC2)cc1 the results were GIRK2 act inactive.
Cc1nc2ccc(Cl)cn2c(=O)c1NC(=O)C(C)Oc1cccc(F)c1 (stereo not drawn) was read as GIRK2 act inactive.
Screening CCn1nccc1C(=O)N=c1sc2cc(F)ccc2n1CCOC returned GIRK2 act inactive.
Screening Cn1nc(NC(=O)Cn2cnc3ccccc32)c2c1NC(=O)CC2c1cccs1 (stereo not drawn) returned GIRK2 act inactive.
Screening COc1ccc(-c2ccc(CCC(=O)NCc3ccco3)o2)cc1 returned GIRK2 act inactive.
For COCc1c(C(=O)NCc2ccccc2OC)nnn1-c1cc(C)cc(C)c1 the results were GIRK2 act inactive.
COc1ccc(Cl)cc1NC(=O)c1ccc(=O)n(Cc2cc(C)ccc2C)c1 was read as GIRK2 act inactive.
Screening CNC(=O)Cc1csc(NC(=O)c2ccc[nH]c2=O)n1 returned GIRK2 act inactive.
For CCCS(=O)(=O)N1CCc2ccc(NC(=O)c3cn(C)nc3OC)cc2C1 the results were GIRK2 act inactive.
`CCN(C1CCCCC1)S(=O)(=O)c1ccc(C(=O)Nc2cc(C)nn2C)cc1` gave GIRK2 act inactive.
Screening Cc1ccsc1C(O)CNC(=O)c1ccc2c(c1)OCO2 (stereo not drawn) returned GIRK2 act inactive.
For CC1CCN(S(=O)(=O)c2ccc(-c3nc(C#N)c(NCc4ccco4)o3)cc2)CC1 the results were GIRK2 act inactive.
For CCn1ccnc1N1CCN(Cc2ccccc2F)CC1 the results were GIRK2 act inactive.
`O=C(NCCn1ncc2c(N3CCN(c4ncccn4)CC3)ncnc21)c1ccc2ccccc2c1` gave GIRK2 act inactive.
For COc1cccc(C(=O)Nc2ccc3c(c2)CCC(=O)N3CC(C)C)c1OC the results were GIRK2 act inactive.
`COc1c(C)cc(S(=O)(=O)Nc2ccc3c(c2)N(C(=O)c2cccs2)CC3)cc1C` gave GIRK2 act inactive.
For CCOC(=O)CCC(=O)N1CCc2ccccc21 the results were GIRK2 act inactive.
COc1ccc2nc(-c3cccc(NC(=O)C(c4ccccc4)c4ccccc4)c3)cn2n1 was read as GIRK2 act inactive.
`Cc1cc(C(=O)N2CC(c3nc(-c4ccsc4)no3)C2)c(C)o1` gave GIRK2 act inactive.
Screening Cc1ccc(C)c(Sc2cc(N3CCC(C(=O)NCCN4CCCC4)CC3)ncn2)c1 returned GIRK2 act inactive.
For CC1CCc2nc(NC(=O)CCCS(=O)(=O)c3ccccc3)sc2C1 (stereo not drawn) the results were GIRK2 act inactive.
For Fc1ccccc1Nc1nc(=S)[nH]c2ccccc12 the results were GIRK2 act inactive.
C=CCn1c(SCC(=O)NCC2CCCO2)nc2scc(-c3ccc(F)cc3)c2c1=O (stereo not drawn) was read as GIRK2 act inactive.
`CC(C)S(=O)(=O)c1ccc(CC(=O)NCC2(O)CCCC2)cc1` gave GIRK2 act inactive.
`COc1ccc(CCC(=O)NCCN2CCC(c3cccs3)CC2)cc1` gave GIRK2 act inactive.
Screening COC(=O)c1ccc2occ(-c3oc4ccc(C(=O)OC)cc4c3O)c2c1 returned GIRK2 act inactive.
Screening CC(C)c1cc(=O)[nH]c(-n2nc(C3CC3)cc2NC(=O)C(C)(C)C)n1 returned GIRK2 act inactive.
For Cc1onc(-c2ccccc2Cl)c1C(=O)Nc1ccc(CC(=O)N2CCOCC2)cc1 the results were GIRK2 act inactive.
CCC(CC)C(=O)NCCS(=O)(=O)N1CCN(c2ccccn2)CC1 was read as GIRK2 act inactive.
Screening COc1ccc2nc(-c3ccc(OC)c(NC(=O)c4cccc(C(F)(F)F)c4)c3)cn2n1 returned GIRK2 act inactive.
O=C(Cc1cc(-c2ccc(Cl)cc2)on1)NCc1c(F)cccc1F was read as GIRK2 act inactive.
For CS(=O)(=O)NCCN1CCC(c2cccs2)CC1 the results were GIRK2 act inactive.
Screening Cc1ccc2c(CC(=O)Nc3ccc(F)cc3F)cc(=O)oc2c1 returned GIRK2 act inactive.
Screening Cc1nn(-c2ccccc2)c2ncc(C(=O)Nc3ccccc3Cl)c(Cl)c12 returned GIRK2 act inactive.
Screening CCN(Cc1ccccc1)C(=O)c1cc2cccnc2n(Cc2ccccc2)c1=O returned GIRK2 act inactive.
COC(=O)CCC(=O)NC(=S)Nc1ccc(S(=O)(=O)Nc2cc(C)on2)cc1 was read as GIRK2 act inactive.
O=C(C1COc2ccccc2O1)N(Cc1ccsc1)C1CC1 (stereo not drawn) was read as GIRK2 act inactive.
CSc1ccc(NC(=O)C2CCN(S(C)(=O)=O)CC2)cc1 was read as GIRK2 act inactive.
`COc1ccc(C2(CNC(=O)Nc3ccc(OC)c(OC)c3)CCCC2)cc1` gave GIRK2 act inactive.
`CCN(CC)C(=O)Oc1ccc(C(=O)Nc2cccc3ccccc23)cc1` gave GIRK2 act inactive.
Screening O=C(c1ccc([N+](=O)[O-])o1)N(CCN1CCOCC1)c1nc2c(F)cccc2s1 returned GIRK2 act inactive.
CCOc1cc(C(=O)NCC2CCN(C(=O)Nc3ccccc3OC)CC2)cc(OCC)c1OCC was read as GIRK2 act inactive.
`O=C(Cn1cc(-c2ccc(Cl)cc2)c(N2CCOCC2)n1)NCc1ccccc1Cl` gave GIRK2 act inactive.
For O=C(Nc1ccc(SCCN2CCCCCC2)nn1)C1CC1 the results were GIRK2 act inactive.
`O=C(NCCSc1ncc(-c2ccccc2)[nH]1)NCc1ccc(F)cc1` gave GIRK2 act inactive.
For COC(=O)Cn1c(=NC(=O)c2ccnn2C)sc2cc3c(cc21)OCO3 the results were GIRK2 act inactive.
For COc1ccc(S(=O)(=O)CCC(=O)Nc2nc3c(Cl)cccc3s2)cc1 the results were GIRK2 act inactive.
COc1ccc(-c2ccc(=O)n(CC(=O)Nc3cc(C)on3)n2)cc1OC was read as GIRK2 act inactive.
`CCCN(CCC)C(=O)Cn1c(C2CC(=O)N(Cc3ccc(F)cc3)C2)nc2ccccc21` (stereo not drawn) gave GIRK2 act inactive.
O=C(CSc1nc(=O)n(CCCO)c2c1CCCC2)NCc1ccc2c(c1)OCO2 was read as GIRK2 act inactive.
`CCc1ccc(NC(=O)CSc2nc(-c3sc(-c4ccccc4)nc3C)cc(=O)[nH]2)cc1` gave GIRK2 act inactive.
Screening Cc1ccc(S(=O)(=O)N(C)CCCC(=O)NC(C)(C)CO)cc1 returned GIRK2 act inactive.
`CCOc1ccc(NC(=O)Cc2cc(-c3ccc(Cl)cc3)on2)cc1` gave GIRK2 act inactive.
`CCOC(=O)c1ccc(NC(=O)c2ccc(S(=O)(=O)N(C)C3CC3)cc2)cc1` gave GIRK2 act inactive.
COc1ccc(-c2ccc(=O)n(CCCC(=O)Nc3ccc(F)c(C(F)(F)F)c3)n2)cc1 was read as GIRK2 act inactive.
`O=S(=O)(/C=C/c1ccccc1)N1CCCSCC1CN1CCOCC1` (stereo not drawn) gave GIRK2 act inactive.
O=C(COC(=O)c1ccco1)Nc1nccs1 was read as GIRK2 act inactive.
Screening COC1CCN(C(=O)c2cc(-c3ccccc3)nn2C)CC1 returned GIRK2 act inactive.
Screening O=C(c1ccc2c(c1)OCO2)N1CCC(c2nnc(-c3ccco3)o2)CC1 returned GIRK2 act inactive.
CS(=O)(=O)N1CCCC(C(=O)Nc2nnc(CCSc3ccccc3)o2)C1 (stereo not drawn) was read as GIRK2 act inactive.
Screening COc1ccccc1N1CCN(C(=O)CS(=O)(=O)c2ccc(Cl)s2)CC1 returned GIRK2 act inactive.
For O=C1Cc2cc(NC(=O)C3(c4cccs4)CCCC3)cc3c2N1CCC3 the results were GIRK2 act inactive.
`COc1ccccc1CNC(=O)C(=O)NCC1(c2cccs2)CCCC1` gave GIRK2 act inactive.
For CCOc1ccccc1NC(=O)NCCNc1cc(-n2cccn2)ncn1 the results were GIRK2 act inactive.
`CCOC(=O)Nc1nc(CC(=O)Nc2cc(C)ccc2OC)cs1` gave GIRK2 act inactive.
Screening O=C(Nc1ccc2c(c1)N(C(=O)c1ccccc1)CCC2)c1cc(-c2ccccc2)on1 returned GIRK2 act inactive.
CCCCS(=O)(=O)N1CCN(c2ccc(Nc3cccc(C)n3)nn2)CC1 was read as GIRK2 act inactive.
O=C(NCC(O)(c1cccs1)C1CC1)c1cc(Br)ccc1Cl (stereo not drawn) was read as GIRK2 act inactive.
CCOC(=O)N1CCN(C(=O)c2nn(-c3ccc(F)cc3)cc2OCC)CC1 was read as GIRK2 act inactive.
COc1ccccc1C(=O)N1CCN(c2nccn2-c2ccc(C)cc2)CC1 was read as GIRK2 act inactive.
For O=c1c2cc(-c3cccs3)nn2ccn1Cc1nc(-c2ccc3c(c2)OCO3)no1 the results were GIRK2 act inactive.
For COc1ccc(S(=O)(=O)NCC(C)(O)CCSC)cc1F (stereo not drawn) the results were GIRK2 act inactive.
Screening CCn1nnc2c(N3CCN(CC(=O)Nc4ccc(F)cc4F)CC3)ncnc21 returned GIRK2 act inactive.

Molecules listed so far containing a furan ring, fused or not (13):
O=c1ccc(-c2ccco2)nn1CCCNS(=O)(=O)c1ccc(C(F)(F)F)cc1 was read as GIRK2 act inactive.
Screening COc1ccc(-c2ccc(=O)n(CCCNC(=O)c3ccco3)n2)cc1 returned GIRK2 act inactive.
Screening O=C(NNC(=O)c1cccn(Cc2ccc(F)cc2)c1=O)c1cc2ccccc2o1 returned GIRK2 act inactive.
`COc1ccc(Cl)cc1NC(=O)N(Cc1ccccn1)Cc1ccco1` gave GIRK2 act inactive.
Screening Cc1ccc([N+](=O)[O-])cc1NC(=O)C(=O)NCC(c1ccco1)N(C)C (stereo not drawn) returned GIRK2 act inactive.
Cc1cc(C(=O)Nc2nn(C)c3c2C(c2cccs2)CC(=O)N3)c(C)o1 (stereo not drawn) was read as GIRK2 act inactive.
Screening COc1ccc(-c2ccc(CCC(=O)NCc3ccco3)o2)cc1 returned GIRK2 act inactive.
For CC1CCN(S(=O)(=O)c2ccc(-c3nc(C#N)c(NCc4ccco4)o3)cc2)CC1 the results were GIRK2 act inactive.
`Cc1cc(C(=O)N2CC(c3nc(-c4ccsc4)no3)C2)c(C)o1` gave GIRK2 act inactive.
Screening COC(=O)c1ccc2occ(-c3oc4ccc(C(=O)OC)cc4c3O)c2c1 returned GIRK2 act inactive.
Screening O=C(c1ccc([N+](=O)[O-])o1)N(CCN1CCOCC1)c1nc2c(F)cccc2s1 returned GIRK2 act inactive.
O=C(COC(=O)c1ccco1)Nc1nccs1 was read as GIRK2 act inactive.
Screening O=C(c1ccc2c(c1)OCO2)N1CCC(c2nnc(-c3ccco3)o2)CC1 returned GIRK2 act inactive.

Bioassay records (PubChem BioAssay)

Only part of the results is shown. The share of hits here may be higher or lower than overall.
